Apaf1 inhib = human Apaf-1 inhibition | O14727 | reconstituted apoptosome caspase-3 activity, DEVD-Rh110 fluorescence | inhibition, % at 20 µM | 330,000 tested, 0.71% active | AID 489030; active means inhibition of at least 40% at 20 µM;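 further: plate controls were DMSO wells for no effect and DEVD-CHO caspase inhibitor wells for full effect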
Target sequence (O14727 whole entry, looked up): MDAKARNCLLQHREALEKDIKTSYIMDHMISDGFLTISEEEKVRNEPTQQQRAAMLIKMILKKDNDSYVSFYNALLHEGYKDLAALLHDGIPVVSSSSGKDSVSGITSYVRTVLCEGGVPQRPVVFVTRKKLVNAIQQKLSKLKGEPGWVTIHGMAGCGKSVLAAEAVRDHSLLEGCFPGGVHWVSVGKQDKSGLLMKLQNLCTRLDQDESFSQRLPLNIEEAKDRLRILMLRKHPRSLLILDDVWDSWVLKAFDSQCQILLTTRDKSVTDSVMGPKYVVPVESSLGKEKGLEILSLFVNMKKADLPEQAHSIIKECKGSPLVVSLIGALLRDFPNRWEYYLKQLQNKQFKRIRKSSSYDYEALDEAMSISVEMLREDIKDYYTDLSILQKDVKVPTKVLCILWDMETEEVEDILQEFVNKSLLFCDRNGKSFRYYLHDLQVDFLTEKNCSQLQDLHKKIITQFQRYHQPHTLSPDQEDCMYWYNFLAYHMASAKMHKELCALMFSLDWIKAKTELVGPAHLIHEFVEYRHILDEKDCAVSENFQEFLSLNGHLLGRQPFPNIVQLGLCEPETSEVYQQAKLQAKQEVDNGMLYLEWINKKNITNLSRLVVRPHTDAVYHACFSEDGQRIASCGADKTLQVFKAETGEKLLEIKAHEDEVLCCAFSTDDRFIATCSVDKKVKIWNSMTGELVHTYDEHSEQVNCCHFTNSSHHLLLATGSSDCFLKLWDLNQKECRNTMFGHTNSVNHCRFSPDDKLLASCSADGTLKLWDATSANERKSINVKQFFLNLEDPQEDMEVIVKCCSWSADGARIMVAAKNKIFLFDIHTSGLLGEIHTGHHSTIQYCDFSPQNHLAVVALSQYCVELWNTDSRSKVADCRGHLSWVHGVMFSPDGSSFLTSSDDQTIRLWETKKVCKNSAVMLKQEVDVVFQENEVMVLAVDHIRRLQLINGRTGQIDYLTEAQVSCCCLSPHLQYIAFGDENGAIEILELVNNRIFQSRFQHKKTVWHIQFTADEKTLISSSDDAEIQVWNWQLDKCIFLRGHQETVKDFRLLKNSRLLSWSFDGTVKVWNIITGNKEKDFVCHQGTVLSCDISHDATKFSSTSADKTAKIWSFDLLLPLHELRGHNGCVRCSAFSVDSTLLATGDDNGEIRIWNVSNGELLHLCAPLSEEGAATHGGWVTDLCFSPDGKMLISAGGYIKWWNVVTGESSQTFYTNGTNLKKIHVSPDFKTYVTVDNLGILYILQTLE
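Material: biochemical Apaf-1 apoptosome reconstitution. Medium: Hepes buffer, pH 7.5. Also added: cytochrome c activation, bis-DEVD rhodamine 110 substrate. Timing: 30 min compound preincubation, 50 min activation, room temperature. Measured by: rhodamine 110 fluorescence at Ex 480/Em 540 nm.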
UBC13 inh = blocks human UBC13 polyubiquitin chain formation; P61088; TR-FRET; inhibition, % at 20 µM; 330,000 tested, 0.47% active; AID 485273; in the data active means inhibition above about 45%, passing the limit was not always enough
Gli-Sufu antag = Gli-Sufu pathway antagonism; Sufu-KO-LIGHT fibroblasts, Gli luciferase reporter luminescence; inhibition, % at 5 µM; 340,000 tested, 0.74% active; AID 588413;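 active means inhibition above about 55%, limit read from the data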;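 further: 0% = DMSO-treated cells and 100% = wells with medium but no cells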
SENP8 block = blocks the human protease SENP8; Q96LD8; purified SENP8, Z-RLRGG-aminoluciferin cleavage, luminescence; inhibition, % at 10 µM; 330,000 tested, 1.2% active
697 NFkB inh = inhibitors of the PMA/ionomycin-induced NF-kB reporter in 697 B cells; 330,000 tested, 0.33% active; 697 B-cell NF-kB luciferase reporter, 16 h; inhibition, % at 4 µM; in the data active means inhibition above about 35%
HKDC1 inh = blocks human hexokinase HKDC1 activity; Q2TB90; recombinant HKDC1, G6PDH/diaphorase resazurin coupled fluorescence; inhibition, % at 20 µM; 340,000 tested, 0.16% active; AID 493160;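 active means inhibition above about 35% when tested at 20 µM, limit read from the data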;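 further: plate controls were DMSO wells with enzyme for no effect and DMSO wells lacking enzyme for full effect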
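Test system: recombinant HKDC1 (HK5) hexokinase enzyme, produced in-house; Amount: enzyme 5 µg/mL final; Buffer or medium: Tris pH 8.0 buffer with MgCl2, Tween-20, BSA, BME; Reagent: glucose and ATP substrates; Doses: 20 µM test compound, 1% DMSO; Incubation: 90 min reaction incubation at room temperature, dark; Detection: resorufin fluorescence at 613 nm.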
Jurkat NFkB inh = inhibitors of the PMA/ionomycin-induced NF-kB reporter in Jurkat cells; PMA/ionomycin-induced NF-kB luciferase reporter, luminescence; inhibition, % at 4 µM; 330,000 tested, 0.53% active; AID 435003
SENP7 block = SENP7 protease inhibition | recombinant SENP7, Z-RLRGG-aminoluciferin luminescence, 40 min | Q9BQF6 | inhibition, % at 5 µM | AID 434973 | 330,000 tested, 1.5% active;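 active means inhibition above about 50% at the single test dose, limit read from the data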;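 further: plate controls were DMSO with enzyme for no effect and no enzyme buffer wells for full effect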
Numbers without * were called inactive. Unless noted, no stated cut-off is given here; in the data, active means inhibition above about 50%; inactive means the rest.

SMILES	Apaf1 inhib	UBC13 inh	Gli-Sufu antag	SENP8 block	697 NFkB inh	HKDC1 inh	Jurkat NFkB inh	SENP7 block
O=C(CCCn1c(=O)[nH]c2cc(Cl)ccc2c1=O)NC1CCCCCCC1	11	-9	3	-2	-9	-4	-2	-7
COc1cc(C2NCCC(=O)C2(C)C)cc(OC)c1OC (centres undefined)	-6	18	5	-3	1	-7	-3	-5
CCOc1ccc2nc(N3CCC(C(=O)N4CCN(c5ncccn5)CC4)CC3)sc2c1	15	7	-27	-6	-83	-1	-10	-13
CCc1ccc(NC(=O)N(CCN(C)C)C(C)c2cccnc2)cc1 (centres undefined)	11	2	0	-16	-1	-7	-12	-12
C/C=C/c1ccc(OCC(=O)O)c(OC)c1	-25	15	-1	4	3	-2	6	2
COc1ccc(-c2nc3c(c(SCC(=O)N4CCCC4)n2)COC(C)(C)C3)cc1	-8	17	8	-4	-14	0	0	-6
Cc1ccc(C2=NN(C(=O)CCl)C(c3ccco3)C2)o1 (centres undefined)	19	-13	5	-6	8	13	-1	-10
COC(=O)c1sc2nc(CSc3nc4ccc(C)cc4[nH]3)[nH]c(=O)c2c1C	3	-11	5	14	-2	-1	8	2
O=[N+]([O-])c1cccc(S(=O)(=O)NCCOc2cccc3cccnc23)c1	9	3	-6	-6	4	7	8	-1
O=c1c(Cl)c(NCc2ccccc2)cnn1C12CC3CC(CC(C3)C1)C2	16	1	0	3	-4	-10	-10	8
COc1ccc(S(=O)(=O)N2CCC(C(=O)NCCCn3ccnc3)CC2)cc1C	-2	6	-4	-2	3	-5	14	5
O=c1cc(CCl)nc2sc3ccccc3n12	-7	4	1	-11	-9	3	-10	-4
COc1cc(C(=O)O)c2c(c1C)OC(=O)c1c(C)cc(O)c(C=O)c1O2	6	5	2	7	18	-1	-6	2
Cc1sc2nc(CN3CCOCC3)nc(NCCc3ccccc3)c2c1C	1	11	0	-2	-9	0	-7	-2
CCCn1nc([N+](=O)[O-])c(C(C#N)c2nc3ccccc3s2)c(Cl)c1=O (centres undefined)	19	-118	4	1	1	14	-9	-1
O=C(CSc1nnc(-c2ccco2)n1-c1ccccc1)NCc1ccc2c(c1)OCO2	15	-10	-1	-9	3	-10	16	-9
COc1ccc(NC(=O)CN(C)C(=O)CCNC(=O)Nc2ccccc2)cc1	3	4	-6	-6	7	-5	7	-1
FC(F)(F)c1ccnc(NCc2ccco2)n1	-20	4	1	5	-4	1	4	-5
CCCCc1[nH]c(=O)c(C#N)c2c1CCCC2	4	1	-5	4	1	-1	4	13
COc1cc2c(=O)n(CC3CCCO3)c(=O)n(CC(=O)Nc3ccc(F)cc3F)c2cc1OC (centres undefined)	-2	3	-15	-2	0	1	-4	1

Arranged by formula weight (smallest number first): some entries from above
SMILES	Apaf1 inhib	UBC13 inh	Gli-Sufu antag	SENP8 block	697 NFkB inh	HKDC1 inh	Jurkat NFkB inh	SENP7 block
CCCCc1[nH]c(=O)c(C#N)c2c1CCCC2	4	1	-5	4	1	-1	4	13
CCc1ccc(NC(=O)N(CCN(C)C)C(C)c2cccnc2)cc1 (centres undefined)	11	2	0	-16	-1	-7	-12	-12
CCOc1ccc2nc(N3CCC(C(=O)N4CCN(c5ncccn5)CC4)CC3)sc2c1	15	7	-27	-6	-83	-1	-10	-13

Additional structures:
SMILES	Apaf1 inhib	UBC13 inh	Gli-Sufu antag	SENP8 block	697 NFkB inh	HKDC1 inh	Jurkat NFkB inh	SENP7 block
CCCNC(=O)/C=C/c1ccc(C(C)C)cc1	2	-4	-15	2	12	-2	-43	5
CCCc1ccc(OCC(O)CN2CCN(CCO)CC2)cc1 (centres undefined)	-2	-2	-2	-5	5	-7	-6	0
CCOc1ccccc1C(=O)Oc1ccc2ccc(=O)oc2c1	-1	13	22	-9	4	-4	8	-5
CC(C)CCNC(=O)c1cccc(Cl)c1	4	4	-8	-5	15	-5	2	4
Cc1nn2c(N3CCOCC3)cc(C(C)(C)C)nc2c1-c1ccccc1	3	41	4	2	4	-5	-3	5
COc1cccc(NC(=O)c2ccc(NCCCN3CCC(C)CC3)c([N+](=O)[O-])c2)c1	-1	-36	47	-14	5	-5	4	1
COc1ccc(CCN2CC(C(=O)NCc3nc4ccccc4n3C)CCC2=O)cc1 (centres undefined)	-2	-4	-5	-1	-5	-4	-23	-6
Cc1cc(C)cc(Oc2ccccc2C=O)c1	10	-6	-26	1	19	1	3	5
CC(C)COP(=O)(c1ccc(N(C)C)cc1)C(O)c1ccccn1 (centres undefined)	4	-10	5	-6	-25	3	1	0
CC(C)CCNC(=O)NC(=O)COC(=O)/C=C/c1cccc([N+](=O)[O-])c1	-6	4	2	-1	9	-6	2	13
CN1CCN(S(=O)(=O)c2ccc(NCc3ccc4c(c3)OCO4)nc2)CC1	-18	7	0	5	5	-11	-2	7
COC(=O)c1ccc(Oc2c(C)oc3cc(OCc4cnn(-c5ccccc5)c4)ccc3c2=O)cc1	22	8	11	5	11	-5	0	-2
Cc1cc(=O)oc2c(C)c(OC(C)C(=O)Nc3ccc(N4CCC(C)CC4)cc3)ccc12 (centres undefined)	11	-20	22	9	-13	1	1	7
CCOC(=O)C1CCCN(S(=O)(=O)c2ccc(S(=O)(=O)N(CC)CC)cc2)C1 (centres undefined)	-5	-2	78*	2	43*	-13	60*	7
CCOC(=O)N1CCN(C(=O)CCNS(=O)(=O)c2ccccc2)CC1	5	-7	-7	4	-4	-6	17	4
COCCN(C(=O)c1cccc(N2C(=O)CCC2=O)c1)c1nc(-c2ccc([N+](=O)[O-])cc2)cs1	10	-16	0	8	-6	1	3	0
Cc1cc(C)n2nc(S(=O)(=O)N(C)Cc3ccccc3)nc2n1	-1	10	0	-2	23	-2	-2	2
Cc1nn(-c2ccccc2)c(C)c1C(=O)Nc1nnc(-c2ccco2)o1	18	-41	1	-2	-18	-6	-37	-11
COc1ccccc1CCc1nnc(CCC(=O)NC(C)Cc2cccs2)o1 (centres undefined)	3	2	4	-4	-12	-9	-21	1
CC(=O)Nc1ccc(S(=O)(=O)NCc2ccc(C)n2C)cc1	2	0	15	2	-14	-1	-5	-7
Cc1c(NC(=S)NC(=O)COc2ccccc2)c(=O)n(-c2ccccc2)n1C	1	-3	2	2	-3	-9	-1	7
COc1ccc(Cl)cc1S(=O)(=O)NC1CC(C)(C)NC(C)(C)C1	0	3	0	-4	12	13	4	-8
O=C(N/C(=C/c1ccco1)C(=O)N1CCCC1)c1cccs1	-4	0	2	0	23	-2	9	2
COc1ccc(-c2cc3nc(C)n(N)c(=O)c3s2)cc1	-19	12	76*	97*	53*	-2	80*	100*
CC(OC(=O)c1ccc(CN2CCCC2=O)cc1)C(=O)Nc1ccc(Cl)cc1 (centres undefined)	7	2	8	-6	0	-1	12	4
CC(=O)NC(Cc1ccc(F)c(F)c1)C(=O)NC1CCN(C(=O)c2ccc(C)cc2)CC1 (centres undefined)	4	-8	-5	-8	10	-5	7	-9
OCCNCc1ccc(OC2CCCC2)cc1	-9	18	1	-6	17	-6	11	-2
Cc1cccn2c(CN[C@H]3CCCCNC3=O)c(C(=O)N3CCOCC3)nc12	-3	-5	1	0	15	-1	6	3
COc1ccc(CN2CCC(CNC(=O)NC3CCCCC3)CC2)cc1	-2	6	3	1	7	-3	0	4
Cc1ccnc(OC(C(=O)O)C(OCc2ccccc2)(c2ccc(F)cc2)c2ccc(F)cc2)n1 (centres undefined)	-7	-13	12	3	-17	0	4	4
Cc1ccccc1NC(=O)c1cc(S(=O)(=O)N2CCOCC2)cn1C	5	-2	4	-5	10	-8	0	-4
COc1ccccc1OCCC(=O)OCC(=O)NCc1ccc(F)cc1	-4	7	2	1	14	-1	9	-1
O=c1c2cn[nH]c2[nH]c(=S)n1-c1ccccc1	6	-6	-24	-9	-7	-2	-16	-8
Cc1nn(Cc2ccc(Cl)cc2)c(=O)n1N(C)c1ncc(C(F)(F)F)cc1Cl	15	8	2	1	20	1	8	7
CCOc1ccc(C2c3cc(OC)c(OC)cc3CC(=O)N2c2ccc(OC)cc2)cc1 (centres undefined)	22	-9	8	-9	-4	17	8	-3
Cc1ccc(-c2csc3ncnc(N4CCN(C(=O)c5ccco5)CC4)c23)cc1	10	21	47	-2	2	7	-6	-8
Cc1cccc(C)c1N1C(=O)CC(N2CCSCC2)C1=O (centres undefined)	-12	7	-9	-4	20	-4	10	4
CCN(CC)c1ccc(C(=O)NNC(=O)C2CSC3(C)CCC(=O)N23)cc1 (centres undefined)	-8	-14	11	-7	21	-1	-8	-10
CCOC(=O)c1c(N=CN(C)C)c2cc([N+](=O)[O-])cnc2n1C	-15	-27	31	-5	2	-6	-2	-3
O=C(c1ccncc1)N1CCN(S(=O)(=O)c2ccccc2F)CC1	-5	7	0	0	2	-9	-5	-1
COc1ccc(Nc2nccc(OC)c2C#N)cc1	-7	2	2	-3	5	-16	8	2
Cc1ccc(F)cc1NC(=O)Cc1ncc(C(F)(F)F)cc1Cl	-6	-18	-4	-2	-25	0	10	-7

In the list so far, these have a Cl atom:
SMILES	Apaf1 inhib	UBC13 inh	Gli-Sufu antag	SENP8 block	697 NFkB inh	HKDC1 inh	Jurkat NFkB inh	SENP7 block
O=C(CCCn1c(=O)[nH]c2cc(Cl)ccc2c1=O)NC1CCCCCCC1	11	-9	3	-2	-9	-4	-2	-7
Cc1ccc(C2=NN(C(=O)CCl)C(c3ccco3)C2)o1 (centres undefined)	19	-13	5	-6	8	13	-1	-10
O=c1c(Cl)c(NCc2ccccc2)cnn1C12CC3CC(CC(C3)C1)C2	16	1	0	3	-4	-10	-10	8
O=c1cc(CCl)nc2sc3ccccc3n12	-7	4	1	-11	-9	3	-10	-4
CCCn1nc([N+](=O)[O-])c(C(C#N)c2nc3ccccc3s2)c(Cl)c1=O (centres undefined)	19	-118	4	1	1	14	-9	-1
CC(C)CCNC(=O)c1cccc(Cl)c1	4	4	-8	-5	15	-5	2	4
COc1ccc(Cl)cc1S(=O)(=O)NC1CC(C)(C)NC(C)(C)C1	0	3	0	-4	12	13	4	-8
CC(OC(=O)c1ccc(CN2CCCC2=O)cc1)C(=O)Nc1ccc(Cl)cc1 (centres undefined)	7	2	8	-6	0	-1	12	4
Cc1nn(Cc2ccc(Cl)cc2)c(=O)n1N(C)c1ncc(C(F)(F)F)cc1Cl	15	8	2	1	20	1	8	7
Cc1ccc(F)cc1NC(=O)Cc1ncc(C(F)(F)F)cc1Cl	-6	-18	-4	-2	-25	0	10	-7

High-throughput results deposited in PubChem by Sanford-Burnham Center for Chemical Genomics.
